Source: PubChem BioAssay
SENP7 block = inhibitors of human SENP7 protease; inhibition, % at 5 µM; Q9BQF6; recombinant SENP7, Z-RLRGG-aminoluciferin luminescence, 40 min; actives 1.5% (n = 330,000);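 active = inhibition above about 50% at the single test dose, limit read from the data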;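 also: plate controls were DMSO with enzyme for no effect and no enzyme buffer wells for full effect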
Gli-Sufu block = antagonists of Gli-Sufu signaling; inhibition, % at 5 µM; actives 0.74% (n = 340,000); Sufu-KO-LIGHT fibroblasts, Gli luciferase reporter luminescence;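 active = inhibition above about 55%, limit read from the data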;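 also: 0% = DMSO-treated cells and 100% = wells with medium but no cells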
HKDC1 inh = HKDC1 (human) hexokinase inhibition; actives 0.16% (n = 340,000); recombinant HKDC1, G6PDH/diaphorase resazurin coupled fluorescence; inhibition, % at 20 µM;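 active = inhibition above about 35% when tested at 20 µM, limit read from the data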;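 also: plate controls were DMSO wells with enzyme for no effect and DMSO wells lacking enzyme for full effect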
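Assay system: in-house recombinant HK5 (HKDC1) enzyme. Input: HKDC1 at 5 µg/mL. Medium: Tris pH 8.0 buffer with MgCl2, Tween-20, BSA, BME. Dosing: single 20 µM dose. Schedule: 90 min reaction incubation at room temperature, dark. Signal: resazurin-to-resorufin fluorescence via G6PDH and diaphorase coupling, 525/613 nm. Controls: DMSO-enzyme wells negative, buffer-substituted wells positive.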
697 NFkB inh = inhibitors of the PMA/ionomycin-induced NF-kB reporter in 697 B cells; inhibition, % at 4 µM; actives 0.33% (n = 330,000); 697 B-cell NF-kB luciferase reporter, 16 h; AID 435022; in the data active = inhibition above about 35%
Jurkat NFkB inh = inhibitors of the PMA/ionomycin-induced NF-kB reporter in Jurkat cells. PMA/ionomycin-induced NF-kB luciferase reporter, luminescence. inhibition, % at 4 µM. actives 0.53% (n = 330,000)
SENP8 block = blocks the human protease SENP8. Q96LD8. purified SENP8, Z-RLRGG-aminoluciferin cleavage, luminescence. inhibition, % at 10 µM. actives 1.2% (n = 330,000)
Apaf-1 inh = inhibitors of human Apaf-1 apoptosome. inhibition, % at 20 µM. actives 0.71% (n = 330,000). reconstituted apoptosome caspase-3 activity, DEVD-Rh110 fluorescence. O14727; active = inhibition of at least 40% at 20 µM;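 also: plate controls were DMSO wells for no effect and DEVD-CHO caspase inhibitor wells for full effect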
Target sequence (O14727 whole entry, looked up): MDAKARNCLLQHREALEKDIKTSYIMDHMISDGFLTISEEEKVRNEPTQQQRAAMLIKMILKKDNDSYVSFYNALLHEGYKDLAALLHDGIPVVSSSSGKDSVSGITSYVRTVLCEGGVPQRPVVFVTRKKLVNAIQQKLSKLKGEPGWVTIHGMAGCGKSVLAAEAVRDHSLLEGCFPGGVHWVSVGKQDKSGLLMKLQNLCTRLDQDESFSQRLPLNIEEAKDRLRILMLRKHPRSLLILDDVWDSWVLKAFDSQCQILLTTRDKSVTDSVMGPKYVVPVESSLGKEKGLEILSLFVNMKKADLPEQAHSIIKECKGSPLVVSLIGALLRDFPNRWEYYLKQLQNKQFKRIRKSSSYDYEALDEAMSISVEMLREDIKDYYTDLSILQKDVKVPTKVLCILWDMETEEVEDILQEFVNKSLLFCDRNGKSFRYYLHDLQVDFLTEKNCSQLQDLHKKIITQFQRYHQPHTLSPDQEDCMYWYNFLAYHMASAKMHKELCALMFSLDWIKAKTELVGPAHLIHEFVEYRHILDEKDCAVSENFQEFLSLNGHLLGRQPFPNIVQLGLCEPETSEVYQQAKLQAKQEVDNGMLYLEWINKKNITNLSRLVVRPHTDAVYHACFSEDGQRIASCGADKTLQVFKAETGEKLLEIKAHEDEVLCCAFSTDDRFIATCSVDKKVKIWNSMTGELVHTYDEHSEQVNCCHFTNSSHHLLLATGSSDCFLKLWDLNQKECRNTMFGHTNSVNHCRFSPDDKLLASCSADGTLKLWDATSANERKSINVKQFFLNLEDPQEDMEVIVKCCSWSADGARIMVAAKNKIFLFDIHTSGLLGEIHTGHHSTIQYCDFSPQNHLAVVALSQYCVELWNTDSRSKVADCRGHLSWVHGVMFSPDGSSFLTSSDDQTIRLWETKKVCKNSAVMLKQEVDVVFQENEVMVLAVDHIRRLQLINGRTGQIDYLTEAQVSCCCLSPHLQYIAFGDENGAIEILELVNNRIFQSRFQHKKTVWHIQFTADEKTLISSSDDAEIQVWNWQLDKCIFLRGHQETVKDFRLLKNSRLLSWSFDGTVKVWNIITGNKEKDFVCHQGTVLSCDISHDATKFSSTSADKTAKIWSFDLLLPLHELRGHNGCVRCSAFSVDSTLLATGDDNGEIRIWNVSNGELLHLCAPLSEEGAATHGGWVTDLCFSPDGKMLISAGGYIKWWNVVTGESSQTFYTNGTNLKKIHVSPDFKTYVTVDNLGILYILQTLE
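Material: reconstituted apoptosome with Apaf-1, cytochrome c, caspase-9, procaspase-3, dATP / Buffer or medium: pH 7.5 Hepes buffer with CHAPS, BSA, DTT / Also added: cytochrome c with DEVD-Rh110 / Schedule: compound with Apaf-1, dATP, procaspase-3 30 min, then 50 min reaction, room temperature / Technique: rhodamine 110 fluorescence at Ex 480/Em 540 nm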
UBC13 inh = blocks human UBC13 polyubiquitin chain formation; actives 0.47% (n = 330,000); TR-FRET; P61088; AID 485273; inhibition, % at 20 µM; in the data active = inhibition above about 45%, passing the limit was not always enough; inconclusive = no clear call, values can overlap the other calls
* marks the source's active call; other numbers are inactive results; ? = inconclusive. Rule as the data show it, unless noted: active = inhibition above about 50%; inactive = the rest.

Start of the data: the first two records (preview)
Every second line gives: SENP7 block, Gli-Sufu block, HKDC1 inh, 697 NFkB inh, Jurkat NFkB inh, SENP8 block, Apaf-1 inh, UBC13 inh
[1] COc1cc(C(=O)OC(C)CN2CCCCC2)cc(OC)c1OC (centres undefined)
    -5, -17, -8, 17, 4, -2, -5, 6
[2] N/C(=N\OC(=O)c1cccs1)c1ccccc1
    99*, -6, 2, -119, -89, 91*, 16, -14

The whole of this part, repeating the preview:
Every second line gives: SENP7 block, Gli-Sufu block, HKDC1 inh, 697 NFkB inh, Jurkat NFkB inh, SENP8 block, Apaf-1 inh, UBC13 inh
[1] COc1cc(C(=O)OC(C)CN2CCCCC2)cc(OC)c1OC (centres undefined)
    -5, -17, -8, 17, 4, -2, -5, 6
[2] N/C(=N\OC(=O)c1cccs1)c1ccccc1
    99*, -6, 2, -119, -89, 91*, 16, -14
[3] Cc1cc2ncn(S(=O)(=O)c3ccc(S(=O)(=O)N4CCCCCC4)cc3)c2cc1C
    68*, 8, -7, -4, -19, -8, -12, 8
[4] O=C(NCc1cc(C(F)(F)F)ccc1Cl)c1cccc2c1C(=O)c1ccc(N3CCOCC3)cc1S2(=O)=O
    -14, 5, 7, 10, 1, -10, -15, -21
[5] O=C(O)c1cn(Cc2ccccn2)c(=O)c2ccccc12
    -2, -8, -4, 1, -6, -13, -6, 7
[6] CCOC(=O)N1CCC(NC(=O)C2CCN(C(=O)c3cc4oc(C)cc4n3Cc3c(F)cccc3Cl)CC2)CC1
    4, 17, -1, 14, 20, 9, 20, 8
[7] O=C(N/N=C/C=C/c1ccccc1)c1ccccc1Br
    -12, -8, 0, -24, -25, -8, 7, -15
[8] COc1cc(/C=N/OCC(=O)Nc2ccc(OC(F)F)cc2)ccc1OCc1ccccc1
    5, -23, 1, -21, -7, 2, 13, 4
[9] CC1=Nc2ccccc2/C1=C\c1sc(Nc2ccc(C)cc2)nc1O
    6, 35, -2, -22, 53*, -5, 17, -2
[10] COc1ccc(NC(=O)/C(=C\c2ccc3c(c2)OCO3)NC(C)=O)cc1
    8, -3, -3, 20, 6, 7, -4, -1
[11] CCOC(=O)c1cc2c(C)n(-c3ccc(OCC)cc3)c(C)c2cc(C(=O)OCC)c1=O
    -3, 10, -8, -1, 9, -5, 13, -3
[12] Cc1c(Cl)cccc1NC(=O)CCC(=O)NNC(=O)c1ccccc1Cl
    -4, 21, 2, 12, -1, -10, 1, 5
[13] O=C(c1ccco1)N1CCN(c2ncnc3c2nnn3Cc2ccccc2Cl)CC1
    4, -17, -1, -7, 6, -6, 15, 0
[14] CCn1cc(Br)c(C(=O)Nc2ccccc2C(=O)OC)n1
    -1, 24, 0, 4, -8, 8, -3, 16
[15] CC12CCC(C(=O)N(CSC(=S)N/N=C\c3ccccc3)C1=O)C2(C)C (centres undefined)
    -5, 0, -20, -12, -4, 1, 8, -24
[16] C/C(=N\Nc1ccc2nncn2n1)c1ccc(Br)s1
    -1, 62*, 0, -3, -2, -2, -5, -2
[17] O=C(COC(=O)Cc1c(F)cccc1Cl)NNC(=O)c1ccccc1
    11, 2, 3, 8, -12, -1, 0, 8
[18] COc1cccc(C2C(C(=O)c3cccs3)=C(O)C(=O)N2CCN2CCOCC2)c1OC (centres undefined)
    2, 22, -3, 7, -13, 3, 8, -4
[19] COc1ccccc1NC(=O)NCC(=O)Nc1c(C)cccc1C
    1, 8, -8, 16, 4, -5, 4, 1
[20] COC(C(=O)N/N=C(\C)c1ccc(O)cc1)c1ccccc1 (centres undefined)
    0, 19, 0, 16, -1, -5, -4, 9
[21] COCc1ccc(-c2c(-c3cccc(OC)c3)sc3ccc(OC)cc23)cc1
    2, 22, -1, 19, -5, 2, 10, 4
[22] COc1ccc(C(=O)NCCS(=O)(=O)N(C)C2CCCCC2)cc1
    -8, 23, -4, 13, -3, -2, 5, 3
[23] CCOc1ccc(N2C(=O)CC(NCCNc3ccc([N+](=O)[O-])cn3)C2=O)cc1 (centres undefined)
    -3, -15, -3, 8, -4, 1, -1, -5
[24] O=C(COC(=O)c1cc[n+]([O-])cc1)Nc1cccc(Br)c1
    7, -18, -3, -13, 5, -5, 2, -1
[25] CC(Oc1cc2oc(=O)c3c(c2cc1Cl)CCCC3)C(=O)NCCN1CCOCC1 (centres undefined)
    -12, -4, -2, -1, -3, -6, 8, 0
[26] COc1ccc(Cc2c(C)nc(N)nc2Cl)cc1
    14, -6, -5, -2, 15, -1, -10, 3
[27] C#CCOCCOCCOCCNc1nc(N2CCN(C(=O)Cn3cc(CC(C)O)nn3)CC2)nc(N2CCN(C(=O)Cn3cc(CC(C)O)nn3)CC2)n1 (centres undefined)
    12, -4, -6, 9, -14, -17, -3, -2
[28] Cc1cc(Cl)ccc1C(=O)C1CCCN(C(=O)c2cscn2)C1 (centres undefined)
    10, 14, -6, 16, 1, -5, -5, -7
[29] CCCCCCn1c(CN2CCCCC2)nc2c1c(=O)n(C)c(=O)n2C
    3, 18, -6, -22, -11, 1, -11, 6
[30] Clc1nc(-c2ccccc2)cc(-c2ccc(Br)cc2)n1
    -4, 6, 5, -11, -21, -7, 8, ?

Continuation.
Every second line gives: SENP7 block, Gli-Sufu block, HKDC1 inh, 697 NFkB inh, Jurkat NFkB inh, SENP8 block, Apaf-1 inh, UBC13 inh
[31] Cc1cc2c(C)c(C)c(=O)[nH]c2cc1N
    9, 10, 7, 36*, 2, 2, 1, -9
[32] CCn1c(Cc2ccccc2)nnc1SCc1ccc([N+](=O)[O-])cc1
    -5, -18, 8, 4, 8, 3, 3, 3
[33] COc1ccc(C(=O)CSc2nc(SC)ns2)cc1OC
    0, 9, 5, 12, 17, -7, 3, 12
[34] COC(CSc1ncnc2c1oc1nc3c(cc12)COC(C)(C)C3)OC
    -2, -12, 8, 8, 11, -5, -3, -4
[35] COC(=O)c1c(-c2cccs2)csc1NC(=O)CSc1ncnc2sc(C)c(C)c12
    5, 9, -5, -7, 26, -5, 13, -24
[36] Cc1nc(SCC(=O)N2CCN(C(=O)c3ccco3)CC2)c2c(C)c(C)sc2n1
    8, 18, 1, -16, 6, 1, 8, -10
[37] CCNS(=O)(=O)c1ccc(CCC(=O)NCc2ccccc2)cc1
    -7, -1, 11, -2, 5, -10, 9, -3
[38] Cc1ccc(S(=O)(=O)N(C)C)cc1NC(=O)COC(=O)/C=C/c1ccc2c(c1)OCO2
    4, -9, -5, 2, -8, -2, 7, -8
[39] Cc1ccc(CN2CC(C(=O)N3CCN(S(=O)(=O)c4ccc(C)cc4C)CC3)CC2=O)cc1 (centres undefined)
    5, 1, -6, 10, 11, -6, 48*, 16
[40] CN(C)S(=O)(=O)N1CCC(Oc2ccc(C(=O)N3C[C@@H]4CCC[C@H]3C4)cc2)CC1
    8, 33, 1, 0, -4, 2, 13, 2
[41] O=C(N/N=C/c1ccccn1)c1cccc(S(=O)(=O)Nc2ccccc2Cl)c1
    2, -4, -5, 4, 3, -10, -3, -19
[42] CCC1Oc2ccc(C)cc2N(CC(=O)NCCCN2CCOCC2)C1=O (centres undefined)
    0, -28, -5, 7, -31, 1, -1, 2
[43] CSc1ccc(NC(=O)CSc2nc3[nH]c(=O)cc(O)c3s2)cc1
    -2, 4, 0, -8, 1, 14, 13, -33
[44] C/C=C/C(=O)N1CC2(CC(c3cccc(NC(=O)CC)c3)=NO2)C[C@H]1C(N)=O (some centres undefined)
    -4, -1, 4, -22, 0, -14, 1, -7
[45] CCOc1ncccc1C(=O)Nc1ccc2nc(C)sc2c1
    6, -35, 0, -20, -3, 2, 11, 7
[46] Cc1ccc(S(=O)(=O)N2CCC(C(=O)C3C(=O)CCCC3=O)CC2)cc1
    -2, 5, -5, 0, -9, 2, -1, -4
[47] O=C1SC(Cc2ccccc2)C(=O)N1c1ccccc1 (centres undefined)
    -12, 5, -4, -3, -14, -3, 2, 0
[48] O=C(COc1ccc(Cl)cc1)OCC(=O)c1ccc[nH]1
    -11, -3, -2, -14, -2, -12, 15, 2
[49] COc1ccc(-c2ccc(Nc3ccc(C(=O)N4CCOCC4)cc3)nn2)cc1OC
    -14, 5, -7, 8, -22, -3, 4, -10
[50] CCOc1ccc(Br)cc1C1=NN(C(C)=O)C(c2ccc([N+](=O)[O-])s2)O1 (centres undefined)
    24, 2, -4, 12, 5, 28, 24, -7
[51] COC(=O)C1=C(C)OC(N)=C(C#N)C1c1c(C)nn(C)c1C (centres undefined)
    -3, 7, -8, 1, 5, -5, 0, 3
[52] CCn1cc(C(=O)NCC(C)C)c(=O)c2cc(F)c(N3CCN(C(=O)c4ccco4)CC3)cc21
    2, -2, 8, 19, -15, -2, 7, 13
[53] CCCCCCc1cc2cc(/C(N)=N/NC(=O)c3ccncc3)c(=O)oc2cc1O
    6, 7, -2, -2, 3, -6, -1, -65
[54] CCCS(=O)(=O)N1CCN=C1SCc1cccc2ccccc12
    2, 5, -6, 7, 3, 0, 13, 11
[55] O=S(=O)(Nc1nccs1)c1ccc(Nc2nnc(-c3ccccc3)c3ccccc23)cc1
    1, -1, -4, 5, -3, 5, 8, -10
[56] O=C(c1cccc(F)c1)N1CCN(CC2CC3C=CC2C3)CC1 (centres undefined)
    -8, 2, -7, 4, -4, -14, 10, -5
[57] CN(Cc1cn[nH]c1-c1ccc(-c2ccccc2)cc1)CC1CCOCC1
    -1, -18, -6, -15, -14, 4, -23, 8
[58] CCOc1ccc2[nH]c3c(=O)n(CCC4=CCCCC4)cnc3c2c1
    -3, 4, -2, 14, 0, -4, 0, 18
[59] CCn1nc(NC(C)=O)c2cc3ccc(C)cc3nc21
    8, -1, 2, -4, -13, -3, 7, 8
[60] CCN(CC)c1ccc(S(=O)(=O)N2CCOCC2)cc1NC(=O)Cn1nc(C)c([N+](=O)[O-])c1C
    -11, -6, 3, 2, -2, -11, 6, -3

New compounds follow:
Every second line gives: SENP7 block, Gli-Sufu block, HKDC1 inh, 697 NFkB inh, Jurkat NFkB inh, SENP8 block, Apaf-1 inh, UBC13 inh
[61] COc1ccc(CC2(CO)CCN(Cc3cnn(-c4ccc(F)cc4)c3)CC2)cc1
    -6, 14, -9, -28, 33, -3, 5, 4
[62] O=C(C1=C[C@H](c2ccc3c(c2)OCO3)C[C@H](OCCCCO)O1)N1CCN(Cc2ccc3c(c2)OCO3)CC1
    -9, -8, 2, 0, 10, -4, 5, 8
[63] Cc1ccc(NC(=O)COC(=O)Cc2ccsc2)cc1S(=O)(=O)N1CCOCC1
    6, -4, -4, 15, 22, 4, -2, 11
[64] Clc1cccc(Cl)c1C[n+]1cccc2ccccc21
    15, 4, 3, -39, -6, 3, 1, 2

Arranged by formula weight (low to high): some entries from above.
Every second line gives: SENP7 block, Gli-Sufu block, HKDC1 inh, 697 NFkB inh, Jurkat NFkB inh, SENP8 block, Apaf-1 inh, UBC13 inh
[59] CCn1nc(NC(C)=O)c2cc3ccc(C)cc3nc21
    8, -1, 2, -4, -13, -3, 7, 8
[61] COc1ccc(CC2(CO)CCN(Cc3cnn(-c4ccc(F)cc4)c3)CC2)cc1
    -6, 14, -9, -28, 33, -3, 5, 4
[60] CCN(CC)c1ccc(S(=O)(=O)N2CCOCC2)cc1NC(=O)Cn1nc(C)c([N+](=O)[O-])c1C
    -11, -6, 3, 2, -2, -11, 6, -3
